Screens from PubChem BioAssay.
JMJD2A Tudor: blocks the human JMJD2A Tudor domain | AlphaScreen JMJD2A-Tudor / H3K4me3 peptide binding | Potency, µM (top dose mostly 114 µM), for inactives: top-dose activity change, negative = inhibition, hits mostly inhibitors | O75164 | 4.4% of 390,000 active; note: potency is the fitted concentration of half-maximal effect; % is set by controls: 0 for no effect and ±100 for the full control effect; nearly all actives have a fitted effect of over 50% in size
Tb PGK inh: T. brucei PGK inhibition | P07378 | PGK/GAPDH coupled, Kinase-Glo luminescence, 60 min | Potency, µM (series often up to 57.5 µM), inactives show at the highest dose activity change, negative = inhibition, usual class: inhibitors | 0.043% of 380,000 active; note: potency is the fitted concentration of half-maximal effect; % is set by controls: 0 for no effect and ±100 for the full control effect; nearly all actives have a fitted effect of over 60% in size
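Luminescent ATP detection (Kinase-Glo Plus) follows a 60-minute room-temperature incubation, with wells lacking PGK as controls. Buffer: 100 mM TEA (pH 7.6), 5 mM MgCl2, 0.01% Tween-20. Coupling enzyme GAPDH (100 nM final) supplies unstable 1,3-BPG in-well.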
GLS inhibitor: inhibitors of human glutaminase (GLS); GLS enzymatic activity, qHTS titration; AID 624170; 0.21% of 410,000 active; O94925; Potency, µM (titrated, usually from 45.5 µM), for inactives: at the top dose activity change, negative = inhibition, hits mostly inhibitors; note: potency is the fitted concentration of half-maximal effect; % is set by controls: 0 for no effect and ±100 for the full control effect
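Enzyme dispensed in phosphate buffer (45 mM, pH 8.2, 0.02% Tween-20), compounds pinned in, then 1 mM L-glutamine solution and the glutamate oxidase–HRP–Amplex Red mix added; fluorescence read immediately and again after 30 min at room temperature.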
PI4K2A inh: inhibitors of human PI4K2A. purified PI4K2A, ADP-Glo luminescence, 1 h; active compounds read low. activity change, negative = inhibition, % at 76.9 µM. 0.13% of 420,000 active; in the data active = activity change below about -50%; inconclusive = mostly about -30% to -49%;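 note: -100% = wells without enzyme as full effect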
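In this quantitative HTS, ADP production by PI4K2A was quantified luminescently after 1 h at ambient temperature; 100 microM adenosine served as plate-quality control.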
Pol eta inh: DNA polymerase eta (human) inhibition; Potency, µM (titrated, usually from 114 µM), without a hit: top-dose activity change, negative = inhibition, hits mostly inhibitors; Q9Y253; recombinant Pol eta, fluorescent DNA replication assay; 1.2% of 390,000 active; note: potency is the fitted concentration of half-maximal effect; % is set by controls: 0 for no effect and ±100 for the full control effect
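Pol eta at 10 nM preincubated with compounds 15 min at room temperature; reaction started with fluorescent substrate (50 nM final) and read kinetically at 0 and 10 min.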
G9a inh: inhibitors of human histone lysine methyltransferase G9a; Q96KQ7; G9a H3K9 monomethylation, AlphaScreen, 2 h; Potency, µM (titrated, usually from 102 µM), for inactives: at the highest dose activity, negative = inhibition, most hits filed as inhibitors; 8.8% of 350,000 active; note: potency is the fitted concentration of half-maximal effect; % is set by controls: 0 for no effect and ±100 for the full control effect; nearly all actives have a fitted effect of over 75% in size
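Using a bead-based AlphaScreen, monomethylated H3K9 product from 2 h room-temperature reactions (G9a 20 nM, peptide 500 nM, SAM 20 uM) was detected with 0.5 ug/mL rabbit anti-H3K9me1 antibody.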
BAZ2B block: inhibitors of human BAZ2B bromodomain; Q9UIF8; AID 504333; 4.4% of 360,000 active; AlphaScreen BAZ2B-H3K14Ac peptide displacement; Potency, µM (highest dose often 114 µM), inactives show at the highest dose activity change, negative = inhibition, usual class: inhibitors; note: potency is the fitted concentration of half-maximal effect; % is set by controls: 0 for no effect and ±100 for the full control effect; nearly all actives have a fitted effect of over 60% in size
Target sequence (Q9UIF8 whole entry, looked up): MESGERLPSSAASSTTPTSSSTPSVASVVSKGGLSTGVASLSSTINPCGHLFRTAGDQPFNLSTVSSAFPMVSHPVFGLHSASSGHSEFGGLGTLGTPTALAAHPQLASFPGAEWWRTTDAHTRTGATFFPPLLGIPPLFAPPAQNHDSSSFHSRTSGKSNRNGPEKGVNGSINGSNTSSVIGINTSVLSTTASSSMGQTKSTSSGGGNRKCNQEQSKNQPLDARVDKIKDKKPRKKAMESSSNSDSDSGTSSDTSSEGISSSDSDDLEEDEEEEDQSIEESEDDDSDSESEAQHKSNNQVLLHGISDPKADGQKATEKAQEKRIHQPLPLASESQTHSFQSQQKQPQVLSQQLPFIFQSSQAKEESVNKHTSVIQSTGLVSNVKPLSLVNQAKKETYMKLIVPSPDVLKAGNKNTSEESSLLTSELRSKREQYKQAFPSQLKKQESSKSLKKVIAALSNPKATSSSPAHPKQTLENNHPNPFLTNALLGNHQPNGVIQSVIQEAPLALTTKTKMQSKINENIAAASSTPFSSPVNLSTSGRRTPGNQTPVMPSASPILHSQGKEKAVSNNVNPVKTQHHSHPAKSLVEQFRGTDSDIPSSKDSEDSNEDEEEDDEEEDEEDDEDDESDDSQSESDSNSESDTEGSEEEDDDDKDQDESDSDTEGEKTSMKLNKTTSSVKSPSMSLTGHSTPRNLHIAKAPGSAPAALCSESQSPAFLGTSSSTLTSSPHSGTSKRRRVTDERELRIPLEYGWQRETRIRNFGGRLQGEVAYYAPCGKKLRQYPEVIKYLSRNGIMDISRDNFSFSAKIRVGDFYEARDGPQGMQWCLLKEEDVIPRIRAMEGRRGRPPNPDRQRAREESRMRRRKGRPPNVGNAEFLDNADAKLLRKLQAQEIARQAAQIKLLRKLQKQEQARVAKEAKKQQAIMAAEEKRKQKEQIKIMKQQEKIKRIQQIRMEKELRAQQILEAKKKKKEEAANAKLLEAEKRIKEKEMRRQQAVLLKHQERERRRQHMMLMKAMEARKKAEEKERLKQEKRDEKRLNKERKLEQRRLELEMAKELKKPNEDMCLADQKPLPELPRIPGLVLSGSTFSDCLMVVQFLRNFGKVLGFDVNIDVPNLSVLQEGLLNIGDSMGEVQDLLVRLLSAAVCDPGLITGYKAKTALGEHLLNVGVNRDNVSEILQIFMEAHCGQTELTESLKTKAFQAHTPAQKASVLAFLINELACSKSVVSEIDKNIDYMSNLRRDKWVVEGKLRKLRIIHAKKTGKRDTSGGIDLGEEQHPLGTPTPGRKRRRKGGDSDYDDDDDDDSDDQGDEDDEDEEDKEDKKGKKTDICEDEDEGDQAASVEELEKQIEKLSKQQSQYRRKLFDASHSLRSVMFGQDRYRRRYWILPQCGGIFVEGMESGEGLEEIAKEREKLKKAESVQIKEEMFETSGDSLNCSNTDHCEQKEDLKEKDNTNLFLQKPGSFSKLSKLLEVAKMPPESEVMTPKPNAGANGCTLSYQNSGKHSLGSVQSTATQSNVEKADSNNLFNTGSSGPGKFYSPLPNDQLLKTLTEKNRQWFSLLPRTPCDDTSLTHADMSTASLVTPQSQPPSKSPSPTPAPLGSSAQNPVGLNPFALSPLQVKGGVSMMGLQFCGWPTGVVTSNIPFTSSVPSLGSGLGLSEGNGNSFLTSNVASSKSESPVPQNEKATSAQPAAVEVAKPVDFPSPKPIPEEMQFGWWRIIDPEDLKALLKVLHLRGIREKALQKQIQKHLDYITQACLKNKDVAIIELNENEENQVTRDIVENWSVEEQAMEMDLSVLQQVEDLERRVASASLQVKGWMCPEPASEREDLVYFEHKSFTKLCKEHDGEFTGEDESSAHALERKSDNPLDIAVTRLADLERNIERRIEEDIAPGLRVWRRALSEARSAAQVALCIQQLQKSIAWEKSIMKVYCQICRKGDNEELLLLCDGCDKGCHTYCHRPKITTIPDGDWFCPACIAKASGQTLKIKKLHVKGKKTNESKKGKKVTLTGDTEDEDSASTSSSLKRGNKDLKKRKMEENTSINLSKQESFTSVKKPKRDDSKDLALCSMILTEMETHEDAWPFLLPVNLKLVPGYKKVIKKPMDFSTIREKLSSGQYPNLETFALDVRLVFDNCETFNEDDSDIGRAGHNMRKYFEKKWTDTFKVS
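Multi-concentration screen (max 110 uM) measuring displacement of acetylated histone H3 peptide from BAZ2B by AlphaScreen, using 50 nM protein, 50 nM peptide and 10 ug/mL streptavidin donor plus Ni-chelate acceptor beads.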
Pin1 inhibitor: human Pin1 inhibition; Q13526; 0.009% of 390,000 active; AID 504891; Pin1 FP peptide displacement, HiFluor488, 10 min; Potency, µM (doses to about 115 µM), for the others: top-dose activity, negative = inhibition, actives largely listed as inhibitors; active = well fitted inhibition curve with a large enough effect in the polarisation, with a control signal flat, not every such curve was filed as active; inconclusive = small, poorly fitted or top-dose-only effect, or effect the other way, or a change in a side signal; inactive = no such curve, though single readings can be large or run the other way; the % refers to the polarisation; note: potency is the fitted concentration of half-maximal effect; % is set by controls: 0 for no effect and ±100 for the full control effect
HP1b chromo inh: HP1-beta chromodomain-methylated histone interaction inhibition | AlphaScreen HP1-beta / biotin-H3K9me3 peptide binding | Potency, µM (highest dose often 114 µM), inactives show at the top dose activity change, negative = inhibition, usual class: inhibitors | 0.56% of 390,000 active | AID 540317; note: potency is the fitted concentration of half-maximal effect; nearly all actives have a fitted effect of over 70% in size; inactives centre near 23
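Compound inhibition of the preformed complex between 50 nM HP1-beta and 50 nM biotinylated H3K9me3 peptide was read by AlphaScreen. Buffer was PBS pH 7.4 with 0.01% Tween-20. Incubations ran 30 min at room temperature, with 10 ug/mL donor/acceptor beads.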
* hit, by the source's call; i = inactive; u = inconclusive; x = no result given; & = joins results of further samples; [ ] = remark or other dose. Unless noted, calls come from the whole dose curve; as a rule, active = well fitted curve in the direction sought with a large enough effect; inconclusive = small, poorly fitted or top-dose-only effect, or another doubt; inactive = no such curve, though single readings can be large; an effect the other way counts as inactive or inconclusive. This is a subset. The share of hits here may be higher or lower than overall.

nr	Structure	JMJD2A Tudor	Tb PGK inh	GLS inhibitor	PI4K2A inh	Pol eta inh	G9a inh	BAZ2B block	Pin1 inhibitor	HP1b chromo inh
1	CC(=O)c1cccc(NC(=S)NC(=O)c2ccccc2Br)c1	-9.9%	-1.1%	18.0%	-1.8	-14.9%	-3.8%[59 µM]	-1.5%	2.3%	10.6%
2	COc1ccc(CCNC(=O)C2CCCN2C(=O)Nc2ccc(Cl)cc2)cc1OC (stereo not drawn)	-18.4%	-3.9%	-8.2%	3.8	-17.3%	-4.9%	-22.8%	2.2%	9.4%
3	CCC(C)NCCOc1ccccc1C (stereo not drawn)	3.16µM*	-8.1%	-5.6%	-4.2	-22.4%	2.82µM*	50.1µM*	4.0%	u
4	O=C(NC(=S)N(CCCCO)C1CCCCC1)c1sc2ccccc2c1Cl	u	-5.2%[11.5 µM]	8.9%	4.6	2.3%	u	-37.9%	-10.6%	-9.0%
5	Fc1ccc(Nc2nc3ccccc3s2)cc1	-8.8%	-5.3%	0.2%	-5.4	-7.3%	2.0%	-12.9%	0.6%	28.9%
6	COc1ccc2oc(C(=O)OCC(=O)NC3CC3)c(C)c2c1	-7.1%	-1.2%	-2.6%	-4.7	-5.6%	x	-2.2%	-0.6%	35.7%
7	CCOC(=O)C1=C(COC(=O)CC(C)c2ccccc2)NC(=O)NC1C (stereo not drawn)	-3.2%	3.8%	-0.9%	1.4	-17.7%	10.0%[12.7 µM]	8.4%	0.4%	51.2%[activator]
8	CCn1c(/N=C/c2ccccc2NS(=O)(=O)c2ccc(C)cc2)nc2ccccc21	-14.2%	i	-0.9%	-9.5	-19.0%	18.5%[59 µM]	-4.2%	-0.2%	33.0%[activator]
9	Cc1ccc(S(=O)(=O)c2cn(CC(=O)Nc3ccc4c(c3)OCO4)c3ccc(C)cc3c2=O)cc1	-27.8%	-0.7%	0.8%	-2.6	-15.3%	u	-37.4%	28.9%	9.6%
10	CCn1c(SCC(=O)N2CCN(S(=O)(=O)c3ccccc3)CC2)nnc1-c1cccs1	-9.6%	1.5%	3.4%	-2.3	-16.9%	44.9%[12.7 µM]	-5.0%	5.2%	35.3%
11	CCc1ccc(C2=NN(C(=O)OC)C(O)(C(F)(F)F)C2)cc1 (stereo not drawn)	-19.1%	7.2%	15.5%	-0.7	-10.2%	-48.6%[59 µM]	3.1%	5.1%	16.6%
12	O=C(COc1ccc(F)cc1)NCC1(N2CCCCC2)CCCCC1	-10.3%	-9.0%	-7.5%	3.0	3.9%	u	-22.2%	-7.3%	12.8%
13	O=C(c1ccccc1F)N1CCN=C1c1ccccc1	-3.5%	-2.3%	-16.8%	1.0	-21.0%	-7.4%	0.1%	-6.5%	29.1%
14	O=C(NC1CCCC1)c1ccc(CNc2c(N3CCOCC3)c(=O)c2=O)cc1	-18.4%	-8.9%	13.3%	-2.0	-3.4%	-3.8%	14.1%	0.0%	29.8%
15	O=C(NC1CCCC1)C(c1ccc(N2CCOCC2)cc1)N(Cc1ccccc1)C(=O)c1ccco1 (stereo not drawn)	-11.6%	5.7%	3.6%	4.6	-14.8%	23.3%[59 µM]	x	-3.3%	2.1%

Some of the entries above, reformatted:
11. CCc1ccc(C2=NN(C(=O)OC)C(O)(C(F)(F)F)C2)cc1 (stereo not drawn)
  JMJD2A Tudor = -19.1%
  Tb PGK inh = 7.2%
  GLS inhibitor = 15.5%
  PI4K2A inh = -0.7
  Pol eta inh = -10.2%
  G9a inh = -48.6%[59 µM]
  BAZ2B block = 3.1%
  Pin1 inhibitor = 5.1%
  HP1b chromo inh = 16.6%

1. CC(=O)c1cccc(NC(=S)NC(=O)c2ccccc2Br)c1
  JMJD2A Tudor = -9.9%
  Tb PGK inh = -1.1%
  GLS inhibitor = 18.0%
  PI4K2A inh = -1.8
  Pol eta inh = -14.9%
  G9a inh = -3.8%[59 µM]
  BAZ2B block = -1.5%
  Pin1 inhibitor = 2.3%
  HP1b chromo inh = 10.6%

9. Cc1ccc(S(=O)(=O)c2cn(CC(=O)Nc3ccc4c(c3)OCO4)c3ccc(C)cc3c2=O)cc1
  JMJD2A Tudor = -27.8%
  Tb PGK inh = -0.7%
  GLS inhibitor = 0.8%
  PI4K2A inh = -2.6
  Pol eta inh = -15.3%
  G9a inh = u
  BAZ2B block = -37.4%
  Pin1 inhibitor = 28.9%
  HP1b chromo inh = 9.6%

12. O=C(COc1ccc(F)cc1)NCC1(N2CCCCC2)CCCCC1
  JMJD2A Tudor = -10.3%
  Tb PGK inh = -9.0%
  GLS inhibitor = -7.5%
  PI4K2A inh = 3.0
  Pol eta inh = 3.9%
  G9a inh = u
  BAZ2B block = -22.2%
  Pin1 inhibitor = -7.3%
  HP1b chromo inh = 12.8%

(further entries)
nr	Structure	JMJD2A Tudor	Tb PGK inh	GLS inhibitor	PI4K2A inh	Pol eta inh	G9a inh	BAZ2B block	Pin1 inhibitor	HP1b chromo inh
16	Cc1ccc(C(C)C)c(OCC(=O)OCC(=O)c2c(N)n(C)c(=O)n(C)c2=O)c1	-20.8%	4.9%	-0.2%	2.5	-5.2%	15.9%[12.7 µM]	-14.8%	1.8%	25.8%
17	CC(=O)Nc1ccc(C(=O)N2CCN(S(=O)(=O)c3ccc4c(c3)OCCCO4)CC2)cc1	-8.4%	-10.5%	1.5%	0.0	3.1%	12.0%[12.7 µM]	6.8%	-2.9%	36.4%
18	CC1CN(C)C(C)C/C1=N\Oc1ccc([N+](=O)[O-])cc1 (stereo not drawn)	-7.7%	-3.9%	0.0%	-1.2	-8.9%	4.2%	-21.8%	3.0%	17.4%
19	Cc1[nH]nc2c1C(c1ccc3c(c1)OCO3)C(C#N)=C(N)O2 (stereo not drawn)	-29.1%	x	22.3%	2.8	-2.9%	2.7%[12.7 µM]	7.5%	-6.7%	18.6%
20	Cc1ccccc1OCC(O)Cn1nnc2ccccc21 (stereo not drawn)	7.5%	-5.8%	-10.5%	2.8	-15.5%	1.0%[59 µM]	-8.5%	-1.6%	86.4%[activator]
21	CCOC(=O)c1[nH]ncc1CN1CCCC(C(=O)c2cccc3ccccc23)C1 (stereo not drawn)	-6.7%	-2.0%	5.0%	0.2	-21.8%	-2.6%[0.501 µM]	-5.5%	-12.6%	19.1%
22	O=C(Nc1ccc(N2CCCCC2)cc1)c1ccc2c(c1)OCCO2	u	-1.2%	-0.4%	-1.1	6.7%	3.55µM*	-9.7%	-3.4%	4.8%
23	O=[N+]([O-])c1cc2c(cc1C=Nc1ccccc1)OCO2	u	4.6%	-1.6%	-12.8	2.4%	u	u	5.4%	-33.7%
24	Cc1cc(NC(=O)C(C)SCC(=O)Nc2cc(Cl)ccc2N2CCN(C)CC2)no1 (stereo not drawn)	-25.5%	i	-2.1%	-2.2	-9.7%	-46.2%	8.8%	2.5%	5.1%
25	COc1ccc2oc(=O)c(C(=O)N3CCN(c4ccccc4F)CC3)cc2c1	-24.3%	-4.5%	-1.1%	1.3	-14.1%	21.4%[12.7 µM]	-27.5%	-5.2%	19.4%
26	CCN(CC)C(=O)CSc1nnc([C@@H](NC(=O)OC(C)(C)C)C(C)C)o1	-6.8%	-1.0%	1.6%	2.1	-1.8%	5.9%	4.6%	4.9%	31.6%
27	O=C(Nc1nnc(-c2ccco2)o1)c1ccc(S(=O)(=O)N2CCCC2)cc1	-8.4%	8.3%	4.2%	0.2	-19.4%	u	x	-4.5%	48.2%[activator]
28	CCCC(C(=O)NCc1cccc(Cl)c1)N1Cc2ccccc2C1=O (stereo not drawn)	-11.6%	3.8%	0.7%	-1.8	-18.5%	5.3%[59 µM]	7.9%	2.3%	-6.4%
29	COc1ccc2cc(C(c3nnnn3C3CCCCC3)N3CCCCCC3)c3nnnn3c2c1 (stereo not drawn)	-4.3%	-2.9%	-0.3%	0.7	4.5%	x	x	-5.9%	22.7%
30	O=C(Nc1nnc(-c2ccncc2)o1)c1ccc2ccccc2c1	-22.1%	-2.1%	7.8%	-3.9	-4.1%	6.0%	79.4µM*	-0.7%	37.9%
31	O=C(NCCNS(=O)(=O)c1ccccc1Cl)c1cc(OCC(F)(F)F)ccc1OCC(F)(F)F	-18.2%	-4.8%	1.0%	-5.0	6.4%	9.3%[12.7 µM]	5.8%	u	16.4%
32	Nc1cccc(Oc2cnccn2)c1	-10.4%	x	8.3%	1.0	-7.0%	22.1%	2.7%	1.8%	30.8%[activator]
33	COc1ccc(OC)c(/C=N/n2c(C)nc3ccccc3c2=O)c1	-17.8%	i	0.7%	-4.6	-9.0%	x	x	1.9%	10.6%
34	O=C(Nc1ccccc1)Nc1ccccn1	-10.9%	-2.9%	0.1%	-4.2	-12.9%	-4.2%[59 µM]	-1.9%&1.2%	-0.7%	32.9%
35	O=C(COc1ccc2c3c(c(=O)oc2c1)CCC3)NCCN1CCOCC1	-20.6%	-0.5%	-2.1%	1.9	-5.1%	14.7%	-16.7%	-8.2%	27.9%
36	CC(C)OC(=O)c1nnc(-c2ccccc2)nc1OC(C)C	-2.5%	i	-0.2%	0.4	-19.0%	-0.2%[59 µM]	8.0%	-3.4%	36.1%
37	CS(=O)(=O)c1ccc(Cl)c(NC(=O)Cc2ccccc2F)c1	22.4µM*	4.1%	32.3%[activator]	0.6	-17.9%	-33.4%	-2.9%	1.9%	-20.5%
38	CCOC(=O)/C(=C/C=C1\Sc2cc(C)c(C)cc2N1CC)C(C)=O	-21.4%	3.9%	0.7%	0.6	-23.5%	-19.9%	39.8µM*	u	16.2%
39	Cc1ccc(NC(=O)c2cccc(S(=O)(=O)N(C)c3ccccc3)c2)cc1S(=O)(=O)N1CCOCC1	-20.7%	-7.6%	1.7%	-2.8	-4.1%	6.8%[59 µM]	10.4%	30.5%[activator]	29.0%
